# H1N1 NS1A inhibition = H1N1 influenza NS1A inhibitors, functional cell based assay (AID 504329). NS1A functional cell-based assay, percent inhibition; higher % means a stronger effect. inhibition, % at 12.5 µM, or IC50 in µM where a hit was titrated. 0.3% of 340,000 active; in the data active = a potency from the dose series; inconclusive = inhibition above about 27% without an active follow-up result; note: strong numbers were not always called active
# Salmonella PhoP GFP = PhoP regulon inhibitors, Salmonella typhi PhoP promoter GFP reporter, confirmatory (AID 1850); Salmonella Typhi PhoP-promoter GFP reporter, fluorescence, 4 h; higher % means a stronger effect; inhibition, % at 50 µM, or IC50 in µM where a hit was titrated; 0.33% of 310,000 active; in the data active = a potency from the dose series; inconclusive = inhibition mostly from about 25% at the one dose, without a potency; inactive = the rest, 99 in 100 with inhibition below about 19%;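 note: 0% = induced wells with vehicle and 100% = uninduced wells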
# H37Rv inhibition = M. tuberculosis growth inhibition, HTS (AID 449762) | M. tuberculosis H37Rv growth inhibition, 7H9 media; higher % means a stronger effect | inhibition, % at 25 µM, or IC50 in µM where a hit was titrated | 0.59% of 330,000 active; in the data active = a potency from the dose series; inconclusive = inhibition above about 70% without an active follow-up result;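 note: bacterial growth assessed after seven days of incubation; strong numbers were not always called active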
# inhibitors of VEEV = inhibitors of VEEV TC-83 cytopathic effect, confirmation, Vero cells (AID 588727); 0.13% of 350,000 active; inhibition, % at 20 µM, or IC50 in µM where a hit was titrated; Vero cells, VEEV TC-83 cytopathic effect inhibition; higher % means a stronger effect; in the data active = a potency from the dose series; inconclusive = inhibition mostly from about 14% at the one dose, without a potency; inactive = the rest, 99 in 100 with inhibition below about 12%; note: strong numbers were not always called active
# tuberculosis growth = growth inhibition of non-replicating M. tuberculosis (AID 488890); Mycobacterium tuberculosis non-replicating, growth inhibition; higher % means a stronger effect; one-dose inhibition, % at 25 µM; IC50 in µM for titrated hits; 0.39% of 320,000 active; in the data active = a potency from the dose series; inconclusive = inhibition mostly from about 82% at the one dose, without a potency; inactive = the rest, 99 in 100 with inhibition below about 76%;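 note: plate controls were DMSO cells for no effect and high antibiotic wells for full effect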
# inhibitors of VEEV 10K pilot screen = also measured in inhibitors of VEEV; calls as there; inhibition, %; measured here: 10K pilot screen inhibition
# * marks the source's active call; other numbers are inactive results; i = inactive; ? = inconclusive; . = not tested or not shown. An unsorted share of the library. Share with any hit: about 1.5%.
SMILES,H1N1 NS1A inhibition,Salmonella PhoP GFP,H37Rv inhibition,inhibitors of VEEV,tuberculosis growth,others
CN(CCCCCCN(C)Cc1ccccc1O)Cc1ccccc1O,-4%,10%,-2%,i,6%,
COc1ccccc1CC(=O)N1CCN(c2ccccc2F)CC1,-1%,-4%,3%,i,12%,
CCOC(=O)c1cnc(SCC(=O)OC)nc1N,-7%,9%,?,0.2%,79%,
COc1cccc(CNC(=O)c2ccccc2SCC(=O)N2CCCC2)c1,0%,0%,-2%,1.5%,7%,
CN(C)c1ccc(S(=O)(=O)N2CCCCC2)cc1NC(=O)CCNC(=O)c1ccc(Cl)cc1,-3%,.,-6%,2.2%,23%,
Cc1cc(C)n2nc(SCC(=O)N3CCOCC3)nc2n1,7%,.,-2%,i,6%,
CCS(=O)(=O)c1ccc2oc(SCC(=O)Nc3ccc(OC)c(OC)c3)nc2c1,-12%,5%,4%,4.2%,12%,
O=C(COc1ccc(S(=O)(=O)N2CCCCC2)cc1)Nc1ccccc1F,-10%,-6%,6%,2.0%,12%,
CCC(C)n1c(SCC(=O)NCc2ccco2)nnc1-c1cccc(S(=O)(=O)N2CCOCC2)c1 (centres undefined),-1%,29%,2%,6.1%,-41%,
Cc1ccc(-c2noc(CNC(=O)c3ccc4c(c3)OCO4)n2)cc1,2%,7%,7%,1.5%,0%,
COCC(=O)Nc1cc(C)cn(Cc2ccc(F)cc2)c1=O,1%,1%,1%,0.0%,-6%,
Cc1cc(C)c(C)c(S(=O)(=O)NC(C(=O)O)C(C)C)c1C (centres undefined),3%,-1%,-2%,2.7%,-2%,
COc1cccc(Oc2ccc(S(=O)(=O)N3CCCC3)cc2[N+](=O)[O-])c1,8%,-22%,11%,1.3%,-15%,
COc1ccc([C@@H]2C[C@H](c3ccccc3)Oc3cc(C)cc(C)c32)cc1,-8%,.,.,i,.,
COc1ccc(N2CCN(C(=O)CSc3nnc(-c4ccco4)n3C)CC2)cc1,.,6%,-2%,.,-3%,
O=C(C[C@@H]1C/C=C\CCCC(=O)OC[C@@H](c2ccccc2)NC1=O)NCCO,-8%,.,9%,0.5%,3%,
Fc1ccc(-c2ccc3c(c2)C2CC3CCN2)cc1 (centres undefined),-17%,.,.,i,.,
O=[N+]([O-])c1ccc(Oc2cccnc2)nc1,-5%,-2%,-3%,2.9%,1%,
COc1ccc(NS(=O)(=O)c2cccc(C(=O)NCCc3ccc(S(N)(=O)=O)cc3)c2)cc1,-3%,.,5%,0.2%,-6%,
COc1cc(C(=O)Nc2c(C(=O)O)[nH]c3ccc(C)cc23)cc(OC)c1OC,2%,-9%,69%,1.1%,-2%,
CC(=O)NCCc1ccc(O)cc1,10%,1%,-10%,0.6%,-16%,
C/C(=N\NC(=O)c1c(Cl)cnn1C)c1cccc(NC(=O)COc2ccccc2)c1,16%,-21%,5%,4.6%,3%,
CCc1nc(SCC(=O)NNC(=O)c2ccc(OC)cc2)c2ccccc2n1,5%,-7%,-6%,3.0%,16%,
O=C(Nc1ccncc1)Nc1ccc(F)c(Cl)c1,4%,14%,3%,3.0%,33%,
COc1ccc([N+](=O)[O-])cc1NC(=O)c1ccccc1N(C)S(C)(=O)=O,2%,-2%,-5%,0.2%,-3%,
c1ccc(-c2nc3ccccn3c2-c2ccccc2)cc1,-2%,-2%,7%,0.5%,33%,
O=C(CCNS(=O)(=O)c1ccccc1C(F)(F)F)N1CCN(C(c2ccccc2)c2ccccc2)CC1,2%,-3%,-8%,5.3%,26%,
c1ccc(Cn2nnnc2C(c2cccs2)N2CCOCC2)cc1 (centres undefined),3%,-2%,-8%,2.0%,4%,
CCCCN(C(=O)CC(c1ccccc1)c1ccccc1)c1c(N)n(CCC)c(=O)[nH]c1=O,6%,-12%,-5%,i,28%,
CCn1c(C)[n+](Cc2ccccc2)c2ccc(Cl)cc21,1%,-6%,-6%,i,9%,
O=C(CC12CC3CC(CC(Br)(C3)C1)C2)Nc1nncs1,2%,12%,4%,2.3%,0%,
Cc1nn(CCCC(=O)Nc2sc3c(c2C#N)CCC3)c(C)c1[N+](=O)[O-],-2%,-10%,-6%,i,51%,
O=C(O)c1cc(=O)cc(C(=O)O)[nH]1,10%,-14%,-1%,0.7%,9%,
Nc1ccn(C2CCCCO2)c(=O)n1 (centres undefined),-1%,.,.,2.4%,.,
CCOC(=O)C1=C(C)NC(C)=C(C(=O)OCC)C1c1ccc(Br)o1,-4%,3%,0%,4.8%,4%,
CCOC(=O)c1c(NC(=O)CN2CCCc3ccccc32)sc(C(C)=O)c1C,13%,-3%,-7%,i,6%,
CN(CC(=O)Nc1ccc(F)c(F)c1F)C(=O)CN1C(=O)NC2(CCCC2)C1=O,-2%,-2%,-1%,2.0%,-12%,
CN(C)c1ccc(C(=O)OCC(=O)N2CCOCC2)cc1,12%,12%,-7%,0.6%,-7%,
CC(=O)C1C(N2CC2)CC2C3CCC4=CC(=O)CCC4(C)C3CCC21C (centres undefined),-18%,.,.,59%,.,
O=C(CSc1ncnc2c1cnn2CCc1ccccc1)Nc1cccc(C(F)(F)F)c1,-19%,-9%,4%,6.9%,48%,

# Retrieved one by one from above, 4 records:
SMILES,H1N1 NS1A inhibition,Salmonella PhoP GFP,H37Rv inhibition,inhibitors of VEEV,tuberculosis growth,others
Cc1cc(C)c(C)c(S(=O)(=O)NC(C(=O)O)C(C)C)c1C (centres undefined),3%,-1%,-2%,2.7%,-2%,
c1ccc(-c2nc3ccccn3c2-c2ccccc2)cc1,-2%,-2%,7%,0.5%,33%,
CN(C)c1ccc(S(=O)(=O)N2CCCCC2)cc1NC(=O)CCNC(=O)c1ccc(Cl)cc1,-3%,.,-6%,2.2%,23%,
COc1ccccc1CC(=O)N1CCN(c2ccccc2F)CC1,-1%,-4%,3%,i,12%,

# Next entries follow:
SMILES,H1N1 NS1A inhibition,Salmonella PhoP GFP,H37Rv inhibition,inhibitors of VEEV,tuberculosis growth,others
CC(=O)NS(=O)(=O)c1ccc(NC(=O)/C=C/c2ccccc2Cl)cc1,-2%,-7%,2%,0.6%,21%,
CCOC(=O)c1cc2c(=O)n3ccccc3nc2n(CCOC)c1=NC(=O)c1c(-c2c(F)cccc2Cl)noc1C,-6%,2%,-8%,3.1%,25%,
Cc1ccc(-n2nc3c(=O)n(C(C)C(=O)NCCCc4ccccc4)nc(C)c3c2C)cc1 (centres undefined),-2%,-1%,-2%,i,20%,
Cc1cccc(C(=O)OCC(=O)N(C)c2ccccc2)c1C,4%,4%,2%,1.6%,9%,
COc1ccc(-c2cc(C(F)(F)F)c(C#N)c(=O)[nH]2)cc1,8%,-1%,7%,i,30%,
NC(=O)c1cccnc1Nc1cccc([N+](=O)[O-])c1,-5%,-1%,4%,i,13%,
Cc1ncc(CO)c2c1Oc1nc(-c3ccccc3F)nc(SCC(=O)N(C)c3ccccc3)c1C2,12%,6%,5%,?,18%,
CC(C)(C)NC(=O)c1ccc2c3c(cccc13)CC2,1%,26%,64%,i,13%,
CCOC(=O)N1CCN(C(=O)CSc2ccc3nnc(-c4ccncc4)n3n2)CC1,9%,2%,4%,1.6%,-8%,
C[C@@H]1CCCCCCCCC(=O)OCCN1C(=O)OC(C)(C)C,-20%,.,-6%,0.5%,8%,
CC(=O)N1Cc2cc([N+](=O)[O-])ccc2Oc2ccccc21,-1%,-8%,-2%,0.5%,14%,
O=C(Nc1ccc(S(=O)(=O)NCC2CCCO2)cc1)c1ccccc1 (centres undefined),1%,3%,-3%,i,4%,
COc1ccc(Oc2ccc3c(C(F)(F)F)cc(C(F)(F)F)nc3n2)cc1,7%,-4%,-2%,i,-4%,
O=C(OCC(=O)N1CCc2ccccc21)c1c2c(nc3ccccc13)CCCCC2,22%,-6%,8%,5.0%,11%,
COc1ccc(C(=O)NC(=S)Nc2ccc(N3CCCC3)cc2)cc1OC,-6%,3%,5%,1.0%,-1%,
COc1ccc(CCN2CC(C(=O)N(C)C3CCOCC3)CCC2=O)cc1 (centres undefined),3%,-1%,1%,1.9%,-2%,
Cc1ccc(S(=O)(=O)NCC(C)n2cncn2)cc1 (centres undefined),3%,13%,3%,1.5%,8%,
CCN(c1ccccc1)S(=O)(=O)c1cc2c(cc1C)n(C)c(=O)c(=O)n2C,1%,15%,-15%,0.3%,5%,
Cc1cc(C)c(C)c(C(=O)COC(=O)CNC(=O)CN2C(=O)c3ccccc3C2=O)c1C,-2%,-7%,3%,2.4%,1%,
Cc1cc(C)cc(NC(=O)COC(=O)c2ccc3c(c2)OCCO3)c1,-12%,.,0%,0.8%,8%,
CN(C)CCCN(C(=O)c1ccc(N2C(=O)CCC2=O)cc1)c1nc2c(F)cccc2s1,11%,6%,-3%,1.3%,-7%,
CCOC(=O)C1CCN(C(=O)c2cc(S(=O)(=O)N3CCCCC3)ccc2C)CC1,-6%,-8%,4%,2.1%,8%,
CC[C@]12c3[nH]c4cc(CCC(=O)N(C)C)ccc4c3CCN1C(=O)[C@@H](CC(=O)NCCCn1ccnc1)C[C@@H]2C(=O)N1CCN(C(=O)C2CC2)CC1,1%,.,.,i,.,
Cc1ccc(C(=O)NNC(=O)CSc2nc(N)cc(N)n2)cc1,-4%,-8%,-4%,0.1%,12%,
COc1ccc(-c2c(-c3ccsc3)oc(=O)c3cc(OC)c(OC)cc23)cn1,-12%,.,7%,11%,21%,
O=C(NCC1CCCO1)C1CCN(C2CCN(C(=O)C3CCCCC3)CC2)CC1 (centres undefined),-4%,4%,-7%,1.2%,-10%,
CCOc1ccc(N2CC(C(=O)Nc3ccccc3C(=O)N3CCOCC3)CC2=O)cc1 (centres undefined),6%,-10%,8%,3.4%,-3%,
Cn1c(=O)c2c(nc(SCc3cccnc3)n2Cc2ccc(F)cc2)n(C)c1=O,1%,0%,8%,8.7%,12%,
COc1cc(C(O)CO)ccc1O (centres undefined),0%,-3%,-4%,0.7%,-6%,
Cn1c(O)c(C=Nc2ccc(F)cc2)c(=O)[nH]c1=O,-2%,0%,9%,i,-7%,
O=C(CSc1nc2ccccc2o1)NC1CCCC1,9%,-1%,0%,2.1%,?,
CN(C)CC#CCOC(c1ccccc1)c1ccccc1,1%,20%,4%,i,1%,
Brc1cccc(-c2n[nH]c(-c3ccccc3)n2)c1,-1%,-4%,23%,3.6%,23%,
Cc1ccc(S(=O)(=O)c2nc(-c3ccccc3Cl)oc2N2CCN(C)CC2)cc1,9%,.,11%,i,53%,
CCC1CC(C(=O)Nc2ccccc2)C(=O)O1 (centres undefined),7%,3%,-2%,1.0%,8%,
COc1ccc(N2CCN(Cc3cc(=O)oc4ccc(C)cc34)CC2)cc1,4%,-5%,-1%,0.9%,2%,
COC(=O)CSC1=C(C#N)C(c2ccc(Cl)cc2)C(C(=O)OC)C(=O)N1 (centres undefined),10%,3%,-3%,3.5%,0%,
C=CCSc1nnc(NC(=O)CSCc2c(C)noc2C)s1,11%,.,-13%,0.8%,67%,
CCCCn1cnc2c(SCc3ccc([N+](=O)[O-])cc3)nc(N)nc21,4%,.,.,1.6%,.,
O=C(CCn1c(=O)oc2ccccc21)NCCCN1CCCC1=O,-1%,-5%,-9%,0.5%,-23%,
O=C(O)c1cc(N2C(=O)C3CCCCC3C2=O)ccc1NCc1cccnc1 (centres undefined),6%,-1%,4%,i,.,
CN1CCCN(C(=O)c2cc(-c3cccc4ccccc34)nc3ccccc23)CC1,0%,8%,11%,3.5%,2%,
CCOc1ccc(C2C(C#N)=C(N)Oc3nc[nH]c(=O)c32)cc1OC (centres undefined),1%,-1%,-3%,1.0%,2%,inhibitors of VEEV 10K pilot screen=3.4
CCC(NC(=O)NC1CCCCC1)c1ccccc1 (centres undefined),4%,-6%,10%,0.0%,31%,
Cn1c(N2CCOCC2)c(/C=N/OC(=O)c2cccnc2Cl)c2ccccc21,1%,.,.,0.1%,.,
O=c1c(C=Nc2cccnc2Cl)c(O)n(CCCCl)c(=O)n1C1CCCCC1,0%,-20%,1%,0.7%,42%,

# Of the compounds above, 4 contain a cyano group:
SMILES,H1N1 NS1A inhibition,Salmonella PhoP GFP,H37Rv inhibition,inhibitors of VEEV,tuberculosis growth,others
Cc1nn(CCCC(=O)Nc2sc3c(c2C#N)CCC3)c(C)c1[N+](=O)[O-],-2%,-10%,-6%,i,51%,
COc1ccc(-c2cc(C(F)(F)F)c(C#N)c(=O)[nH]2)cc1,8%,-1%,7%,i,30%,
COC(=O)CSC1=C(C#N)C(c2ccc(Cl)cc2)C(C(=O)OC)C(=O)N1 (centres undefined),10%,3%,-3%,3.5%,0%,
CCOc1ccc(C2C(C#N)=C(N)Oc3nc[nH]c(=O)c32)cc1OC (centres undefined),1%,-1%,-3%,1.0%,2%,inhibitors of VEEV 10K pilot screen=3.4

# Screens: PubChem, Southern Research Specialized Biocontainment Screening Center
